Casp6 inh = blocks human caspase-6 cleavage activity. P55212. purified caspase-6, Z-VEID-R110 cleavage fluorescence. inhibition, % at 12.5 µM. hit rate 0.53% among 350,000. AID 686996;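 active means mean inhibition across replicates at least about 35%, with every replicate also reaching that limit, limit read from the data; inconclusive means only one of the two criteria met; inactive means neither criterion met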;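 further: 0% = median of neutral control wells and 100% = no fluorescence left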
Target sequence (P55212 24-179 limits assumed): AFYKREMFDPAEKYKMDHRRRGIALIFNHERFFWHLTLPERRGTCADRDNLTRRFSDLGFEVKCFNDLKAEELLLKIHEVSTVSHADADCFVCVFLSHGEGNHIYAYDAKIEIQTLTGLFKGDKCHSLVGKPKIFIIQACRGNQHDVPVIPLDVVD
Target sequence (P55212 194-293 limits assumed): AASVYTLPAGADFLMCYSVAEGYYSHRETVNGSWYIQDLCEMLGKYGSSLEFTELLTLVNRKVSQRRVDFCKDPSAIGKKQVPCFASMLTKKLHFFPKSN
F508del corr = correctors of CFTR F508del function in bronchial epithelial cells; CFBE cells, YFP halide quenching; stimulated with forskolin plus potentiator P3; % fluorescence drop versus neutral controls; activity (quench increase), % at 7.58 µM; hit rate 0.36% among 350,000; AID 720511;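 active means mean added fluorescence quench of at least 8% versus neutral control, with both replicates also reaching 8%; inconclusive means only one of the mean or replicate conditions met; inactive means mean below 8% and not both replicates reaching 8%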;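 further: cells transiently co-express mutant CFTR-F508del with the halide-sensitive YFP; corrector assay measuring rescue of mutant channel to the surface after 24 h compound exposure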
Xi reactivation = activators of X-chromosome reactivation in mouse fibroblasts; XiGFP mouse fibroblasts, % GFP-positive cells imaging, 3 d; cells co-treated with 5-aza-dC sensitizer; scaled so ellipticine positive control = 100%; activation, % at 7.58 µM; hit rate 0.055% among 360,000; AID 743238;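 active means mean normalized replicate activation at least 10% and every replicate at or above 10%; inconclusive means only one of the two criteria met; inactive means mean below 10% and not all replicates reach 10%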;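 further: 0% = median of on-plate neutral control wells and 100% = ellipticine 6 µM median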
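System: XiGFP fibroblasts, SV40-immortalized. Medium: DMEM plus 5-aza-dC sensitizer. Doses: single point. Timing: 3 d treatment, 15 min room-temperature fixation. Control set: ellipticine 6 µM.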
RAD54 branch = blocks human RAD54 Holliday junction branch migration; Q92698; FAM/BHQ fluorescence; inhibition, % at 10.4 µM; hit rate 0.14% among 360,000; AID 602329;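 active means mean normalized replicate activity at least 40 and at least half of replicates scoring 40 or more; inconclusive means only one of the two criteria met; inactive means mean below 40 and under half of replicates reaching 40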;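 further: 0% = median of neutral control wells and 100% = median of positive control wells; inhibitors cause a drop in the FAM fluorescence signal; in these data hits start at about 50%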
Target sequence (Q92698 whole entry, looked up): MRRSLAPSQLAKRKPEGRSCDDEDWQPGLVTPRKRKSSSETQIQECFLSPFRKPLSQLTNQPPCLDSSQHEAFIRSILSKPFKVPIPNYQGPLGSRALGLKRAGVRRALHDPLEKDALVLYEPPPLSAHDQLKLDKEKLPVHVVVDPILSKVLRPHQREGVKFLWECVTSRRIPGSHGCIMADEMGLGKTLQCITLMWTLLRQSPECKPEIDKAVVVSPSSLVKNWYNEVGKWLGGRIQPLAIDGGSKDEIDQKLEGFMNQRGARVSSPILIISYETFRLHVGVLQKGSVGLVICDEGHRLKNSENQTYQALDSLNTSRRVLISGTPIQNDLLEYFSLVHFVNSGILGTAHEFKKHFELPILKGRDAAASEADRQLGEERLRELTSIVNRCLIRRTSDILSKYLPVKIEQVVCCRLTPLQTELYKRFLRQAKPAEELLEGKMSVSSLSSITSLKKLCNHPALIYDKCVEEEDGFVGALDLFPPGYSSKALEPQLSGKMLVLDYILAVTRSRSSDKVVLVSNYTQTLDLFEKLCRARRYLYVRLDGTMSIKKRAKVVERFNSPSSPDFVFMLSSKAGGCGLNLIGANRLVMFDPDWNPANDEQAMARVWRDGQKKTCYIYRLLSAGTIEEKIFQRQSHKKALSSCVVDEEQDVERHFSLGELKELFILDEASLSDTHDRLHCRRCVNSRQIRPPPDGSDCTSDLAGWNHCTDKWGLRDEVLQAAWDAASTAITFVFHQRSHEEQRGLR
GSIS activator = primary screen for activators of insulin secretion dependent on glucose, INS-1E cells, GLuc reporter luminescence | INS-1E GLuc reporter insulin secretion, 2-3 h | activation, % at 16.6 µM | hit rate 0.61% among 370,000;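 active means lowest replicate activation of at least 40%, so every replicate reaches that level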;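 further: 0% = median of neutral control wells and 100% = median of IBMX positive control wells; some compounds called inactive have numbers as strong as hits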
RAD52 anneal inh = inhibitors of human RAD52 DNA annealing. P43351. recombinant RAD52 DNA annealing, FRET fluorescence. inhibition, % at 18.7 µM. hit rate 0.46% among 360,000. AID 651710;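 active means every replicate showing at least 50% inhibition; inconclusive means mean inhibition at least 50% but not in every replicate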
DENV2 CPE rescue = DENV2-induced cell death inhibition; DENV2-infected cells, cytopathic effect rescue, plate reader; CPE inhibition, % at 9.99 µM; hit rate 1.7% among 350,000; AID 651640; in the data active means CPE inhibition above about 20%, passing the limit was not always enough; inconclusive means no clear call, values can overlap the other calls; tested in BHK-21 cells;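 further: 0% = median of neutral control wells and 100% = median of positive control wells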
E-sel inducer = E-selectin induction on HUVECs; hit rate 0.37% among 260,000; P16581; activation, % at 7.58 µM; AID 686992; HUVEC E-selectin immunofluorescence imaging; normalized: neutral wells 0, TNF-alpha wells 100;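 active means mean E-selectin-positive cell signal at least 10% of the positive control, reached in at least 60% of replicates, without over 20% cell loss; inconclusive means no rule given, readout overlaps actives, possibly toxicity-flagged; inactive means the rest, including those meeting only one limit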;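 further: in these data hits start at about 27%; measured in HUVEC primary endothelial cells; signal is the percent of cells scored E-selectin positive by PE staining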
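Read-out: % PE-positive cells | Test system: HUVEC | Doses: One compound dose added by pin transfer | Buffer or medium: EGM-2 over gelatin coat | Signal: Immunofluorescence imaging | Benchmarks: TNF-alpha, DMSO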
The depositor's hits bear a star; ? = inconclusive; · = not tested or not shown; & = joins results of further samples.

SMILES | Casp6 inh | F508del corr | Xi reactivation | RAD54 branch | GSIS activator | RAD52 anneal inh | DENV2 CPE rescue | E-sel inducer
O=C(CCN1CCN(C(c2ccccc2)c2ccccc2)CC1)N/N=C/c1ccc(O)cc1O | · | 1.2 | 1.9 | · | -2 | · | · | -0.3
CC(=O)Nc1cc(-c2ccc(CO)cc2)cn2c(-c3ccc(F)c(Cl)c3)cnc12 | 5 | -3.0 | 0.1 | -2 | -1 | -40 | 2 | 0.0
CC(C)NC(=O)N(C)C[C@@H]1OCc2cnnn2CCCC(=O)N([C@@H](C)CO)C[C@H]1C | -1&0 | 0.7&-1.8 | -0.1&0.0 | 1&-2 | 0&10 | -22&15 | 16&-13 | 0.0&0.0
COc1ccc(CC(=O)N2CCCC(CNC(=O)c3ccccc3Cl)C2)cc1 (centres undefined) | 0 | -5.3 | 0.0 | · | 4 | -6 | 0 | ·
COc1cc(/C=N/n2c(C)nc3ccccc3c2=O)ccc1O | -3 | 2.6 | 0.2 | -11 | 7 | -5 | 3 | ·
CCN(Cc1ccncc1)C(=O)CCc1nnc(CCc2ccc(OC)cc2)o1 | -2 | 0.5 | 0.2 | -5 | 9 | -16 | 5 | ·
CC(C)NC(=O)Nc1ccc2c(c1)C(=O)N([C@@H](C)CO)C[C@@H](C)[C@H](CN(C)C(=O)Nc1ccc(F)cc1)OCCCC[C@@H](C)O2 | 0 | 0.1 | 0.2 | 0 | 8 | -11 | 1 | ·
CC(C)C[C@@H]1CC2=C(C(=O)OC(C)(C)O2)[C@H](CCc2ccccc2)O1 | 2 | 1.0 | -0.1 | · | 37 | -2 | 29* | 0.1
CCN(CC)c1ccc(NC(=O)CN2CCN(c3ccccn3)CC2)cc1 | -2 | -1.8 | 0.3 | -2 | -7 | -2 | 7 | 0.0
CCCN(C)C[C@H]1Oc2ncc(C#CC3CC3)cc2C(=O)N([C@@H](C)CO)C[C@H]1C | · | 1.0 | -0.6 | · | 23 | · | · | -0.3

Reprinted from the part before: 5 compounds, then new ones.
SMILES | Casp6 inh | F508del corr | Xi reactivation | RAD54 branch | GSIS activator | RAD52 anneal inh | DENV2 CPE rescue | E-sel inducer
CCN(Cc1ccncc1)C(=O)CCc1nnc(CCc2ccc(OC)cc2)o1 | -2 | 0.5 | 0.2 | -5 | 9 | -16 | 5 | ·
CC(C)NC(=O)Nc1ccc2c(c1)C(=O)N([C@@H](C)CO)C[C@@H](C)[C@H](CN(C)C(=O)Nc1ccc(F)cc1)OCCCC[C@@H](C)O2 | 0 | 0.1 | 0.2 | 0 | 8 | -11 | 1 | ·
CC(C)C[C@@H]1CC2=C(C(=O)OC(C)(C)O2)[C@H](CCc2ccccc2)O1 | 2 | 1.0 | -0.1 | · | 37 | -2 | 29* | 0.1
CCN(CC)c1ccc(NC(=O)CN2CCN(c3ccccn3)CC2)cc1 | -2 | -1.8 | 0.3 | -2 | -7 | -2 | 7 | 0.0
CCCN(C)C[C@H]1Oc2ncc(C#CC3CC3)cc2C(=O)N([C@@H](C)CO)C[C@H]1C | · | 1.0 | -0.6 | · | 23 | · | · | -0.3
O=C(CNC(=O)c1ccco1)NCC(=O)OCc1ccc(F)cc1 | 1 | -1.1 | 0.0 | -3 | -4 | -18 | 8 | 0.2
Cc1nn(C)c(Cl)c1C(N)=O | 4 | -2.1 | 0.5 | 7 | 0 | -14 | 1 | 0.8
CCN(CC(=O)NCc1ccccn1)S(=O)(=O)c1cc(Cl)ccc1Cl | 0 | 0.1 | 0.3 | · | 10 | -1 | 0 | -0.2
CC(C)NC(=O)N(C)C[C@H]1OCCCC[C@@H](C)Oc2ccc(NC(=O)Nc3ccc4c(c3)OCO4)cc2C(=O)N([C@@H](C)CO)C[C@H]1C | -1 | -0.9 | -0.7 | 0 | -7 | -3 | -3 | -0.2
COc1cccc(NC(=O)COC(=O)CCCC2=NS(=O)(=O)c3ccccc3N2)c1 | -1 | -2.0 | 0.1 | 5 | 6 | -2 | 2 | ·
COc1ccc(NC(=O)COC(=O)CCSc2ccccc2)cc1 | -3 | -6.0 | 0.0 | 0 | 3 | 8 | -9 | -0.2
COc1cccc(C#Cc2ccc([C@@H]3[C@@H](C#N)N[C@@H]3CO)cc2)c1 | -6 | 0.9 | 0.0 | 0 | 20 | -9 | -2 | 0.7
CCn1cc([N+](=O)[O-])c(C(=O)N2CCCCCC2)n1 | -2 | -1.3 | 0.1 | -9 | 5 | -12 | -6 | -3.3
COc1ccc(S(=O)(=O)Nc2cccc3c2O[C@@H](CN(C)C(=O)Nc2ccccc2)[C@@H](C)CN([C@H](C)CO)C3=O)cc1 | 0 | -4.2 | -0.6 | -5 | -6 | -12 | ? | -0.3
Cc1ccc2nc(SCC(=O)Nc3ccc(C)c(Cl)c3)nc(=O)n2c1 | -3 | -0.8 | 0.2 | · | 4 | -8 | -1 | -0.1
Cc1noc(C)c1S(=O)(=O)N(C)C[C@H]1Oc2ccc(NC(=O)NC(C)C)cc2CC(=O)N([C@@H](C)CO)C[C@H]1C | 3 | -4.1 | 0.0 | 5 | 5 | 1 | 9 | 0.2
COc1ccc(/C(N)=N/OC(=O)N2CCOCC2)cc1 | 1 | · | 0.0 | · | 3 | 9 | 2 | ·
O=C(O)c1ccccc1-c1ccc(/C=C2\SC(=O)N(c3ccccc3)C2=O)o1 | 24 | -1.1 | 0.0 | 1 | -33 | -93 | 7 | 0.1
COc1ccc(C2CC(c3cccs3)=NN2C(=O)CN2CCCCC2)cc1 (centres undefined) | -2 | -1.7 | 0.0 | · | -4 | -25 | 1 | ·
Cc1ccc(-c2ccc3c(c2)O[C@H](CN(C)C(=O)CN(C)C)[C@H](C)CN([C@H](C)CO)S3(=O)=O)cc1 | 0 | 0.3 | 0.0 | 9 | 17 | 11 | 0 | ?
CNC[C@@H]1Oc2cc(C#C[C@H](C)O)ccc2S(=O)(=O)N([C@@H](C)CO)C[C@@H]1C | -1 | 0.6 | 0.3 | -11 | 18 | -23 | 4 | 2.3
Cc1ccc(Cn2cccc(NS(C)(=O)=O)c2=O)cc1 | 26 | 2.1 | -0.1 | 3 | -12 | -30 | 3 | 0.1
C[C@H](NC(=O)c1ccccc1Cl)C(=O)OCC(=O)N1CCN(c2ccccc2)CC1 | 1 | -5.3 | -0.5 | -9 | -5 | 3 | -3 | -0.5
CCOc1ccccc1/C=N/NC(=O)c1c(C)nc2ccc(Br)cn12 | -3 | 4.0 | 0.3 | 1 | 6 | -4 | 10 | 0.6
Cc1csc(=O)n1CC(=O)OCC(=O)NNC(=O)c1ccccc1 | 1 | -0.8 | 0.0 | -2 | 4 | -4 | 8 | -0.2
CC(=NNC(=S)Nc1ccccc1Cl)c1ccccn1 | · | 6.6 | 1.8 | · | -1 | -15 | -4 | 1.2
O=C(OCc1ccccc1Cl)C1CC(=O)N(Cc2ccco2)C1 (centres undefined) | 5 | 0.1 | 0.0 | 1 | -13 | -13 | -10 | 0.0
O=C(CCCCC(=O)Nc1ccccc1Cl)Nc1ccccc1Cl | -2 | -0.8 | 0.1 | -9 | 23 | -12 | -4 | -0.2
O=C(CN(c1ccccc1)S(=O)(=O)c1ccccc1)N1CCOCC1 | 2 | 0.7 | 0.5 | -4 | -7 | 1 | 0 | -4.6
Cn1c(-c2ccccc2)cnc1SCC(=O)N1CCCc2ccccc21 | 0 | · | 0.3 | -3 | -2 | 3 | 6 | -0.1
O=C(C[C@@H]1C[C@H]2c3cc(NC(=O)c4ccc5c(c4)OCO5)ccc3O[C@H]2[C@@H](CO)O1)NCC1CC1 | 0 | -1.7 | 0.3 | 10 | 1 | 0 | 27* | 0.0
C[C@@H]1CN([C@@H](C)CO)C(=O)c2cc(NC(=O)Cc3ccccc3)ccc2O[C@H]1CN(C)Cc1ccc(Cl)c(Cl)c1 | 2 | -0.3 | 0.0 | 0 | -35 | -6 | -4 | -12
C#CCN(C[C@@H]1[C@@H](OC(=O)NCc2ccc(OC)c(OC)c2)[C@@H](OC(=O)NCc2ccc(OC)c(OC)c2)Cn2c(=O)ccc(=O)n21)S(=O)(=O)c1ccc(C)cc1 | -3 | -3.8 | 0.0 | -8 | -5 | -4 | 5 | 1.5
Cc1cc(/C=C(\C#N)C(=O)NCc2ccco2)c(C)n1-c1cccnc1 | -3 | -3.4 | 0.0 | · | -11 | -39 | -4 | ·
CCCCN(C(=O)c1cc(CN2C(=O)c3ccccc3C2=O)ccc1OC)c1c(N)n(CC(C)C)c(=O)[nH]c1=O | 3 | -2.5 | 0.0 | -10 | -2 | -13 | 9 | -0.3
Cc1cccc(Cc2nnc(CCC(=O)N(CC3CC3)CC3CCCO3)o2)c1 (centres undefined) | 0 | 0.8 | 0.1 | · | 3 | -7 | -4 | 0.0
CC(C)c1ccccc1OCC(=O)N(C)CC(=O)Nc1ccc(F)cc1 | 1 | 1.3 | 0.2 | -7 | -43 | 3 | -3 | 6.3
CC(=O)Nc1cc(-c2ccc(F)cc2)cn2c(-c3ccc(S(C)(=O)=O)cc3)cnc12 | 1 | 0.2 | 0.0 | 1 | 0 | -59 | -16 | -0.2
O=C(CCn1nc(-c2ccccc2)ccc1=O)NCCCN1CCCCCC1 | -41 | 1.5 | 0.0 | · | -4 | 1 | -7 | ·
O=C(OCC1CCCN2CCCCC12)c1ccc2c(c1)OCO2 (centres undefined) | -1 | · | · | 4 | 2 | -14 | · | ·
Cc1[nH]c2ccccc2c1CCNC(=O)CCC(=O)c1ccccc1 | -1 | -1.3 | 0.0 | -2 | 1 | -8 | · | -3.3
COc1ccc(CN(C)CC2CCCN(CCc3ccc(F)cc3)C2)cc1OC (centres undefined) | -10 | 3.5 | 0.3 | -3 | -6 | -26 | 10 | ·
CC(=O)c1ccc(NC(=S)N2CCCCCC2)cc1 | 1 | 0.7 | 0.0 | 14 | 5 | -11 | 4 | 1.9
CCC(=O)N1C[C@H](O)COC[C@@H]2O[C@@H](CC(=O)NCc3ccccc3Cl)CC[C@H]21 | 1 | 1.0 | 0.3 | 1 | 8 | -10 | 5 | ·
O=C(C[C@H]1C[C@H]2c3cc(NC(=O)NC4CCCC4)ccc3O[C@H]2[C@@H](CO)O1)NC1CCCCC1 | 0 | -2.9 | 0.0 | -6 | 6 | 6 | 8 | 0.0
Cc1cccc(C(=O)NC(C(=O)Nc2nc(-c3ccccn3)cs2)C(C)C)c1 (centres undefined) | -4 | -3.0 | 0.9 | · | 2 | -66 | · | 2.0
C[C@@H]1CCCCO[C@@H](CN(C)Cc2ccc(C(F)(F)F)cc2)[C@@H](C)CN([C@H](C)CO)C(=O)c2cc(NS(=O)(=O)c3ccc(Cl)cc3)ccc2O1 | -1 | 2.8 | -0.1 | -1 | 11 | -22 | -2 | -0.1
C[C@H]1CN([C@@H](C)CO)C(=O)c2cc(C#CCN(C)C)cnc2O[C@H]1CN(C)C(=O)Cc1ccccc1 | -2 | 0.0 | -1.2 | 3 | 2 | -14 | -3 | 0.7
C#CCNC(=O)C1=C[C@@H](C2CCCCC2)C[C@@H](OCc2ccc(CO)cc2)O1 | -1&-4 | -2.9&-2.1 | -0.1 | -12&9 | -11 | -6&-33 | -6&2 | 0.2

Screening results (PubChem BioAssay)
